From PubChem
PRMT1 FP inh: PRMT1 methyltransferase inhibitors, primary screen, biochemical, fluorescence polarization. hit rate 1.3% among 370,000. inhibition, % at 2.79 µM. AID 652257, 2013. recombinant PRMT1, activity-based probe fluorescence polarization;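 active = inhibition above about 21% made by adding two undisclosed values, limit read from the data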
LEDGF integ inh: blockers of LEDGF/p75-dependent integrase strand transfer – biochemical, TR-FRET, high throughput, primary screen; HIV-1 integrase (with human LEDGF/p75); TR-FRET IN-LEDGF/p75 DNA integration, Eu/Cy5; inhibition, % at 3.7 µM; hit rate 0.64% among 370,000;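 active = inhibition above the screen-wide mean plus 3 SD, cut at about 13% in these data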;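 note: signal is the Cy5 over europium emission ratio at 671 and 618 nm; 0% = plate median of compound wells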
SIAE inh: human SIAE inhibitors, primary screen, biochemical, fluorescence polarization, FP-Rh probe, 1536-well HTS | Sialate O-acetylesterase (Homo sapiens), Q9HAT2 | SIAE FP-Rh probe binding | inhibition, % at 9.66 µM | hit rate 0.69% among 370,000 | AID 1053197, 2014;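 active = inhibition above a cutoff: mean of compounds within the control limits plus 3 SD of those, cut at about 17% in these data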;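 note: 0% = plate median of compound wells and 100% = probe without SIAE protein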
TDP2 absorb: human TDP2 enzyme inhibitors, primary screen, biochemical, epi absorbance, recombinant enzyme. Tyrosyl-DNA phosphodiesterase 2 (Homo sapiens), O95551. T5PNP hydrolysis, p-nitrophenol absorbance 415 nm. inhibition, % at 12.8 µM. hit rate 0.34% among 370,000. AID 720702, 2013;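 active = inhibition above the mean of all tested compounds plus 3 SD, set per campaign, cut at about 25% in these data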;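 note: 0% = DMSO with enzyme and 100% = buffer with substrate but no TDP2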
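Test system: Human TDP2 enzyme | Reagent: 5 mM T5PNP | Compound dosing: 12.8 µM single point, 1% DMSO | Incubation: Enzyme reaction with compound for 2 h at 37 °C | Technique: p-Nitrophenol epi absorbance | Read-out: % inhibition relative to enzyme-containing and enzyme-free wells | Benchmarks: High control without enzyme, low control DMSO plus TDP2 | Replicates: Singlicate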
TCR-CD3 inh: inhibitors of human TCR-CD3 interaction, primary screen, biochemical, fluorescence, TAMRA-labeled TCR probe | T-cell receptor (TCR) | inhibition, % at 9.4 µM | hit rate 0.37% among 360,000 | AID 651800, 2012; in the data active = inhibition above about 19%;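 note: recombinant mutant TCR 2C K166C tagged with TAMRA read by polarization; 0% = receptor in buffer alone and 100% = receptor with positive control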
MBD2 inh: inhibitors of MBD2 binding to methylated DNA, primary screen, biochemical, TR-FRET, DNA-binding domain, human | Methyl-CpG-binding domain protein 2 (Homo sapiens), Q9UBB5 | MBD2 binding to methylated oligonucleotide | inhibition, % at 4.4 µM | hit rate 0.31% among 370,000; in the data active = inhibition above about 13%
HTRA1 inh: HTRA1 serine protease inhibitors, primary screen, biochemical, fluorescence polarization, HTS; recombinant HTRA1, FP-rhodamine activity-based probe; AID 504803, 2011; hit rate 0.5% among 340,000; inhibition, % at 5.96 µM; in the data active = inhibition above about 36%;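 note: 0% = enzyme with DMSO and 100% = wells lacking enzyme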
rCAG binder: binders of r(CAG) RNA repeats, primary screen, biochemical, fluorescence | hit rate 1.3% among 370,000 | inhibition, % at 3 µM | r(CAG) RNA repeat, TO-PRO-1 dye displacement fluorescence;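 active = inhibition above the plate cutoff, the mean of all test compounds on that plate plus 3 SD, cut at about 35% in these data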;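 note: 0% = DMSO alone and 100% = 100 µM mitoxantrone as full dye displacement; higher means more dye released from RNA so lower well fluorescence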
mABHD4 FP: ABHD4 inhibitors, primary screen, biochemical, fluorescence polarization, mouse | hit rate 0.54% among 370,000 | (Lyso)-N-acylphosphatidylethanolamine lipase (Mus musculus), Q8VD66 | AID 720543, 2013 | inhibition, % at 8.92 µM | purified mABHD4, FP-Rh probe fluorescence polarization;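 active = inhibition exceeding the mean over every tested compound plus 3 SD, cut at about 30% in these data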;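 note: 0% = plate median of compound wells and 100% = S159A mutant with DMSO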
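Material: mouse ABHD4 enzyme, wild type; Benchmarks: S159A mutant high control, sample median low control; Buffer or medium: HEPES pH 7.0, NaCl, Pluronic buffer; Signal: fluorescence polarization; Read-out: percent inhibition of probe binding, normalized to plate controls; Timing: pre-incubation 45 min, probe exposure 60 min, at 25 °C; Dosing: 8.92 µM, single dose.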
NPR2 activator: human GC-B receptor activators, primary screen, HEK293 GC-B cells, cGMP TR-FRET, EC30 CNP | 0% at EC30 CNP, 100% saturating CNP | hit rate 0.11% among 370,000 | Atrial natriuretic peptide receptor 2 (Homo sapiens), P20594 | activation, % at 10 µM;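 active = activation at 10 µM reaching about 35% in either raw or pattern-adjusted values, limit read from the data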
Target sequence (P20594 whole entry, looked up): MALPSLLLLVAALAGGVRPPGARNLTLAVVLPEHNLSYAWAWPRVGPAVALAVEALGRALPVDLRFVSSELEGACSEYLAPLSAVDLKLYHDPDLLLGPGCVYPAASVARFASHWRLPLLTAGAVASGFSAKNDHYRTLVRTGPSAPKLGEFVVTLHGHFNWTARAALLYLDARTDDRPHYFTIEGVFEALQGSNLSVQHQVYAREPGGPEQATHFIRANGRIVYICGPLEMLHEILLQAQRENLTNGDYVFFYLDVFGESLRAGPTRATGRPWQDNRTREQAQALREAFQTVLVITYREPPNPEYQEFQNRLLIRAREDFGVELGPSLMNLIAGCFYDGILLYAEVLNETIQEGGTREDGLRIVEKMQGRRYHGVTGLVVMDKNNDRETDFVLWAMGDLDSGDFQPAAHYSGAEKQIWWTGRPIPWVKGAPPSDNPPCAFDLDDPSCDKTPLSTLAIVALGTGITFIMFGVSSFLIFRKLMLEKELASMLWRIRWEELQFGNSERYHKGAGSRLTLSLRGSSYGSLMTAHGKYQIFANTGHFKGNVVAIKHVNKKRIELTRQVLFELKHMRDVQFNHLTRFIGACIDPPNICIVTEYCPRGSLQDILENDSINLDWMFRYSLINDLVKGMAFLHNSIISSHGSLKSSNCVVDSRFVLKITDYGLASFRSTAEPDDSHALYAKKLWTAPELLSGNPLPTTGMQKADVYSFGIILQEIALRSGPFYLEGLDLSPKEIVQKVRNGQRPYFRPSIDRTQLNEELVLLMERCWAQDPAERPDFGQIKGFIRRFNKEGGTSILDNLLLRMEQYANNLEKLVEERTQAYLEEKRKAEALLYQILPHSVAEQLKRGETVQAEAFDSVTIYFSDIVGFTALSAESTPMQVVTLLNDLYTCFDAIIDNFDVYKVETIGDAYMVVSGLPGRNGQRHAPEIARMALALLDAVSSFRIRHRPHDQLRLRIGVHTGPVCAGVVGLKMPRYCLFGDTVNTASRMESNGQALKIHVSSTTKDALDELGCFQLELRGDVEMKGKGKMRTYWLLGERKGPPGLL
* hit, by the source's call; / = not tested or not shown. Only part of the results is shown; count on the stated rates, not on these rows.

Order of values: PRMT1 FP inh | LEDGF integ inh | SIAE inh | TDP2 absorb | TCR-CD3 inh | MBD2 inh | HTRA1 inh | rCAG binder | mABHD4 FP | NPR2 activator
> Cn1c(CNC(=O)c2ccc(Cl)cc2)nnc1SCC(=O)NC1=NCCS1
    2 | 4 | 5 | -1 | -6 | -1 | -2 | 1 | -1 | -5
> O=C(CSCc1ccc([N+](=O)[O-])cc1)NCCSCc1ccccc1
    -1 | -1 | 0 | -15 | 3 | -3 | -6 | -2 | -7 | -3
> O=[N+]([O-])c1ccc(Sc2n[nH]c(-c3ccco3)n2)nc1
    1 | 3 | -1 | 4 | -1 | 0 | 8 | 1 | 4 | 3
> COc1ccc(N2CC(C(=O)NC3CCCCC3)CC2=O)cc1 (centres undefined)
    -2 | -2 | 0 | -5 | -1 | -2 | 0 | 0 | -1 | -3
> COCCn1c(C)nc2oc3ccc(Br)cc3c(=O)c2c1=O
    0 | -2 | 0 | -1 | -5 | -1 | -3 | 7 | 1 | -8
> O=C(O)CCC(=O)NNC(=O)CCC1CCCCC1
    -1 | -3 | 5 | -13 | 12 | -6 | 1 | 3 | 6 | 3
> CCOc1ccc(NS(=O)(=O)c2cc(OC)ccc2OC)cc1
    5 | -1 | 4 | 4 | 2 | 0 | 5 | 0 | -4 | 0
> ON=C1CCCC2CCCCC12 (centres undefined)
    0 | 5 | 4 | 6 | -12 | 7 | 4 | 2 | -3 | 4
> O=C(Nc1ccccc1C(=O)N/N=C/c1ccccc1)c1ccco1
    0 | -1 | -7 | -1 | -3 | -3 | -4 | 1 | -1 | 7
> CC(C)C(NC(=O)c1ccccc1)C(=O)OCn1nnc2ccccc2c1=O (centres undefined)
    -2 | 0 | -5 | -14 | -1 | -2 | 5 | -1 | -1 | -3

Order of values: PRMT1 FP inh | LEDGF integ inh | SIAE inh | TDP2 absorb | TCR-CD3 inh | MBD2 inh | HTRA1 inh | rCAG binder | mABHD4 FP | NPR2 activator
> COc1ccc(OC)c(NC(=O)C(C)OC(=O)c2cc3ccccc3[nH]2)c1 (centres undefined)
    -2 | 0 | -3 | -9 | 7 | 1 | -45 | 4 | -15 | 6
> CCN(CC(=O)Nc1cccc(OC)c1)C(=O)c1cnc(Cl)c(Cl)c1
    -2 | 0 | 0 | -8 | -3 | 2 | 1 | 0 | 3 | 8
> O=C(C(=O)N1CCCCCC1)c1c[nH]c2ccccc12
    -3 | 2 | 3 | -8 | -3 | 1 | -16 | 3 | -7 | 11
> O=C(NC(Sc1ccc(Cl)cc1)C(=O)O)c1ccccc1 (centres undefined)
    7 | -4 | 2 | 13 | 10 | 6 | 2 | 2 | 6 | -1
> O=C1CC/C=C\C[C@@H](CC(=O)N(CCO)Cc2ccccc2)C(=O)N[C@H](Cc2c[nH]c3ccccc23)CO1
    1 | 2 | -1 | -5 | 2 | -3 | 6 | 1 | 4 | -5
> CCOc1cc(/C=N/Nc2nc(N3CCCCC3)nc(N3CCCCC3)n2)ccc1OC(=O)c1ccco1
    -2 | 2 | 0 | 2 | 1 | -2 | 2 | 0 | -7 | -1
> CCC(C)NC(=O)c1ccc(N2CC3CC(C2)c2cccc(=O)n2C3)c(NC(=O)c2c(F)cccc2F)c1 (centres undefined)
    3 | -2 | 5 | -9 | -2 | -2 | 1 | 2 | 4 | 5
> Cc1ccc(SCCNC(=O)/C=C/c2ccc(Cl)cc2)cc1
    1 | 0 | -7 | -3 | -1 | 1 | -5 | -5 | -6 | -2
> Cc1ccc(SCC(=O)Nc2nnc(-c3ccco3)o2)cc1
    -2 | 2 | 0 | 12 | 5 | 0 | 17 | 8 | 9 | -1
> CCCCNC(=O)NS(=O)(=O)c1ccc(C(=O)OC)o1
    0 | -1 | -2 | 5 | 1 | 3 | 3 | 4 | 4 | 2

Six compounds picked at random from the list so far, as already listed:
Order of values: PRMT1 FP inh | LEDGF integ inh | SIAE inh | TDP2 absorb | TCR-CD3 inh | MBD2 inh | HTRA1 inh | rCAG binder | mABHD4 FP | NPR2 activator
> Cc1ccc(SCCNC(=O)/C=C/c2ccc(Cl)cc2)cc1
    1 | 0 | -7 | -3 | -1 | 1 | -5 | -5 | -6 | -2
> COc1ccc(OC)c(NC(=O)C(C)OC(=O)c2cc3ccccc3[nH]2)c1 (centres undefined)
    -2 | 0 | -3 | -9 | 7 | 1 | -45 | 4 | -15 | 6
> CCN(CC(=O)Nc1cccc(OC)c1)C(=O)c1cnc(Cl)c(Cl)c1
    -2 | 0 | 0 | -8 | -3 | 2 | 1 | 0 | 3 | 8
> CCCCNC(=O)NS(=O)(=O)c1ccc(C(=O)OC)o1
    0 | -1 | -2 | 5 | 1 | 3 | 3 | 4 | 4 | 2
> CCC(C)NC(=O)c1ccc(N2CC3CC(C2)c2cccc(=O)n2C3)c(NC(=O)c2c(F)cccc2F)c1 (centres undefined)
    3 | -2 | 5 | -9 | -2 | -2 | 1 | 2 | 4 | 5
> O=C1CC/C=C\C[C@@H](CC(=O)N(CCO)Cc2ccccc2)C(=O)N[C@H](Cc2c[nH]c3ccccc23)CO1
    1 | 2 | -1 | -5 | 2 | -3 | 6 | 1 | 4 | -5

Remaining list, next part
Order of values: PRMT1 FP inh | LEDGF integ inh | SIAE inh | TDP2 absorb | TCR-CD3 inh | MBD2 inh | HTRA1 inh | rCAG binder | mABHD4 FP | NPR2 activator
> COc1ccc(OC)c(C(=O)NC(CC(N)=O)c2ccc(N3CCN(c4ccc(F)cc4)CC3)c([N+](=O)[O-])c2)c1 (centres undefined)
    1 | 1 | 0 | 5 | 0 | 2 | -1 | 3 | -3 | 6
> CN(C)CCCNCC(=O)Nc1ccccc1N1CCOCC1
    -3 | 3 | 4 | 14 | -4 | 1 | 4 | 0 | 12 | -2
> CC(C)(C)SCCNC(=O)CN(c1ccccc1)S(=O)(=O)c1ccc(F)cc1
    -3 | -3 | -3 | 10 | 6 | -1 | 9 | -6 | -2 | -2
> COc1cccc(CC(=O)OCC(=O)NC(=O)c2ccc(OC(F)F)cc2)c1
    -1 | -2 | 0 | 2 | -3 | -2 | -2 | -5 | 5 | 0
> CN(CCc1ccccn1)S(=O)(=O)c1ccccc1F
    2 | 1 | 2 | 0 | -2 | -4 | -1 | -3 | 11 | -1
> Cc1ccc(S(=O)(=O)N2CCC(C(=O)OCC(=O)NCc3ccco3)CC2)cc1C
    -1 | 0 | -2 | 4 | -3 | 1 | -11 | -4 | -3 | -2
> CC(Sc1nnc2c(n1)C1(C)CCC2C1(C)C)C(=O)Nc1ccccc1 (centres undefined)
    2 | 0 | -2 | 2 | -1 | 0 | -10 | 2 | 2 | 7
> COc1ccc(-c2oc(NC(C)=O)c(C#N)c2-c2ccc(OC)cc2)cc1
    -2 | 3 | 9 | 5 | -1 | -3 | -19 | 13 | -15 | 14
> O=C(COC(=O)CNC(=O)c1ccc(Cl)c([N+](=O)[O-])c1)NC(=O)CN1CCCC1=O
    -3 | -2 | -2 | 7 | -7 | -1 | 0 | -4 | 0 | 6
> COc1ccccc1NC(=O)C(=N\O)/C(C)=N/O
    -2 | 0 | -2 | -15 | -1 | 0 | 2 | 3 | 2 | 0

SMILES | PRMT1 FP inh | LEDGF integ inh | SIAE inh | TDP2 absorb | TCR-CD3 inh | MBD2 inh | HTRA1 inh | rCAG binder | mABHD4 FP | NPR2 activator
COc1ccc(C(=O)NC2CC(C)(C)Cc3c2cnn3-c2ccccc2)cc1OC (centres undefined) | -3 | 3 | 13 | -8 | 5 | 5 | -3 | -7 | -6 | 0
C=CCn1c(O)c(/C=C2\C=NN=C2c2ccccc2)sc1=S | 5 | 6 | -7 | 2 | 11 | -5 | -31 | 14 | -27 | -2
NC(N)=NCc1cccc(I)c1 | -4 | 3 | 5 | -2 | 2 | -3 | 1 | 4 | 0 | -1
Cc1c(NS(=O)(=O)c2cccc(C(=O)N3CCCC3)c2)c(=O)n(-c2ccccc2)n1C | -3 | -3 | -2 | -6 | -1 | 0 | 5 | 0 | 4 | 1
CCn1c(Cc2cccs2)nnc1SCC(=O)Nc1cccc2ccccc12 | 1 | -2 | 3 | 2 | / | 2 | / | 3 | 6 | -6
COc1ccc(C(=O)C(=O)N2CCN(c3ccccc3F)CC2)cc1 | 1 | -2 | 4 | 4 | 8 | 4 | / | 0 | -1 | 6
O=[N+]([O-])c1cc2c(cc1/C=N/n1c(-c3ccccc3)n[nH]c1=S)OCO2 | 10 | 1 | 6 | 0 | -6 | -6 | 3 | 4 | 3 | 0
COc1cccc(NC(=O)CSc2nnc(Cn3cnc([N+](=O)[O-])n3)n2C)c1 | 0 | 0 | 0 | -1 | -3 | 5 | -1 | -1 | 4 | 5
COc1ccc(-c2ncc3ccccn23)cc1 | 3 | 1 | 2 | 18 | -10 | 0 | 7 | 5 | 5 | -5
O=C(CNC(=O)c1ccco1)N=Nc1c(O)[nH]c2ccc([N+](=O)[O-])cc12 | 5 | -1 | 0 | 15 | -1 | -4 | 8 | 5 | 8 | -1
C[C@H](CO)N1C[C@H](C)[C@@H](CN(C)S(=O)(=O)c2ccc(F)cc2)Oc2ccc(NC(=O)c3ccncc3)cc2C1=O | 1 | 2 | -1 | 6 | 6 | 1 | 2 | 3 | 1 | 1
Cc1cc2nc(N3CCN(C(=O)c4cccs4)CC3)sc2cc1C | 3 | -2 | 0 | -5 | -5 | 1 | 3 | -5 | 0 | 7
COc1cc(NC(=O)c2cccs2)c(C(=O)OCC(=O)c2cc(C)n(-c3ccc(F)cc3)c2C)cc1OC | -2 | 2 | -8 | 5 | 1 | 4 | 4 | 26 | -5 | 2
O=c1[nH]cnc2sc3c(c12)CCCCC3 | 1 | -8 | -3 | -12 | -1 | 4 | 4 | 10 | 3 | 3
Cc1ccc(S(=O)(=O)N(C)c2ccc(OCC(=O)Nc3nnc(C4CC4)s3)cc2)cc1 | 9 | 0 | 2 | -13 | 2 | 6 | -14 | 11 | -14 | -8
